PGK inhibitor – blocks T. brucei phosphoglycerate kinase. PGK/GAPDH coupled, Kinase-Glo luminescence, 60 min. P07378. Potency, µM (titrated, usually from 57.5 µM), for the others: at the top dose activity change, negative = inhibition, actives largely listed as inhibitors. 380,000 tested, 0.043% active; further: on the % scale 0 is the no-effect control and ±100 the full control effect; nearly all actives have a fitted effect of over 60% in size
Target sequence (P07378 whole entry, looked up): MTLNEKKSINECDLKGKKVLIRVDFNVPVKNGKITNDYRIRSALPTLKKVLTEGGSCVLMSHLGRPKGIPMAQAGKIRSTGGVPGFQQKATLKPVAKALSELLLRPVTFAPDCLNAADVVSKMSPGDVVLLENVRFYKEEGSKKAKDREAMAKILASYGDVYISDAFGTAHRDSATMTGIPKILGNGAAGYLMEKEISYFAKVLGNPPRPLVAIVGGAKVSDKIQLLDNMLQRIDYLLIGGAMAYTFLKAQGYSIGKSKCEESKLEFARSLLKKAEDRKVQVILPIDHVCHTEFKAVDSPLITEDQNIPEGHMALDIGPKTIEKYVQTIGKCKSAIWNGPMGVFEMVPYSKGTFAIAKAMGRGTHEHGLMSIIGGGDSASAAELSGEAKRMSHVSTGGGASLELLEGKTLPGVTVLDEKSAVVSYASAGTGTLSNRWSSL
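Recombinant glycosomal PGK reaction used 1,3-bisphosphoglycerate generated in-well by GAPDH (100nM final) in 100mM TEA pH 7.6, 5mM MgCl2, 0.01% Tween-20. After 60 minutes at room temperature, ATP was read by Kinase-Glo Plus luminescence end-point.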
HP1b chromo inh – HP1-beta chromodomain-methylated histone interaction inhibition. P83916. AID 540317. 390,000 tested, 0.56% active. Potency, µM (titrated, usually from 114 µM), for the others: at the highest dose activity change, negative = inhibition, actives largely listed as inhibitors. AlphaScreen HP1-beta / biotin-H3K9me3 peptide binding; further: nearly all actives have a fitted effect of over 70% in size; inactives centre near 23
Target sequence (P83916 whole entry, looked up): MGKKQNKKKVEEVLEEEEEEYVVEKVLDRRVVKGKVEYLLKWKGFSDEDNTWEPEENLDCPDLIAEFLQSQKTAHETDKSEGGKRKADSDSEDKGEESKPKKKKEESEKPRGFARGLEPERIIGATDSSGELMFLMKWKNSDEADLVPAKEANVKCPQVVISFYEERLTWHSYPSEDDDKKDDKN
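HP1-beta protein (50 nM final) preincubated 30 min at room temperature with biotinylated H3(1-18)K9me3 peptide (50 nM) in PBS pH 7.4, 0.01% Tween-20, then compound added for 30 min. AlphaScreen streptavidin donor/nickel chelate acceptor beads (10 ug/mL final), 30 min dark, luminescence read.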
Pin1 inh – human Pin1 inhibition; Q13526; AID 504891; Pin1 FP peptide displacement, HiFluor488, 10 min; Potency, µM (top dose mostly 115 µM), without a hit: at the highest dose activity, negative = inhibition, actives largely listed as inhibitors; 390,000 tested, 0.009% active; active means well fitted inhibition curve with a large enough effect in the polarisation, with a control signal flat, not every such curve was filed as active; inconclusive means small, poorly fitted or top-dose-only effect, or effect the other way, or a change in a side signal; inactive means no such curve, though single readings can be large or run the other way; the % refers to the polarisation; further: on the % scale 0 is the no-effect control and ±100 the full control effect
Pol iota inh – blocks human DNA polymerase iota activity | Potency, µM (top dose mostly 115 µM), inactives show at the highest dose activity, negative = inhibition, actives largely listed as inhibitors | 390,000 tested, 1% active | Pol iota fluorescent replication assay, 10 min | Q9UNA4 | AID 588590
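Fluorescent replication assay read twice, at 0 min and 10 min after adding 50 nM (final) substrate. Enzyme (10 nM) and compounds were first incubated 15 min at room temperature; enzyme-free buffer wells were negative controls.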
BAZ2B inh – inhibitors of human BAZ2B bromodomain. Q9UIF8. AlphaScreen BAZ2B-H3K14Ac peptide displacement. 360,000 tested, 4.4% active. Potency, µM (titrated, usually from 114 µM), for inactives: at the highest dose activity change, negative = inhibition, hits mostly inhibitors; further: on the % scale 0 is the no-effect control and ±100 the full control effect; nearly all actives have a fitted effect of over 60% in size
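AlphaScreen displacement of biotin-H3(5-23)K14Ac peptide (50 nM final) from BAZ2B (50 nM final) in PBS pH 7.4, 0.01% Tween-20; complex preformed 30 min RT, then compounds (top 110 uM) 30 min RT, beads 20 min dark.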
JMJD2A Tudor – blocks the human JMJD2A Tudor domain | AlphaScreen JMJD2A-Tudor / H3K4me3 peptide binding | Potency, µM (top dose mostly 114 µM), for inactives: at the highest dose activity change, negative = inhibition, most hits filed as inhibitors | 390,000 tested, 4.4% active | AID 504339; further: on the % scale 0 is the no-effect control and ±100 the full control effect; nearly all actives have a fitted effect of over 50% in size
GLS inh – glutaminase GLS (human) inhibition | GLS enzymatic activity, qHTS titration | Potency, µM (doses to about 45.5 µM), without a hit: at the top dose activity change, negative = inhibition, most hits filed as inhibitors | 410,000 tested, 0.21% active; further: on the % scale 0 is the no-effect control and ±100 the full control effect
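Assay buffer: 45 mM KH2PO4 pH 8.2, 0.02% Tween-20. hKGA acts on L-glutamine (1 mM solution added); product glutamate is reported by an oxidase/peroxidase Amplex Red coupling, with fluorescence taken at baseline and 30 min.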
G9a inh – blocks human histone lysine methyltransferase G9a. Q96KQ7. G9a H3K9 monomethylation, AlphaScreen, 2 h. Potency, µM (titrated, usually from 102 µM), inactives show top-dose activity, negative = inhibition, usual class: inhibitors. 350,000 tested, 8.8% active; further: on the % scale 0 is the no-effect control and ±100 the full control effect; nearly all actives have a fitted effect of over 75% in size
Target sequence (Q96KQ7 913-1193 limits assumed): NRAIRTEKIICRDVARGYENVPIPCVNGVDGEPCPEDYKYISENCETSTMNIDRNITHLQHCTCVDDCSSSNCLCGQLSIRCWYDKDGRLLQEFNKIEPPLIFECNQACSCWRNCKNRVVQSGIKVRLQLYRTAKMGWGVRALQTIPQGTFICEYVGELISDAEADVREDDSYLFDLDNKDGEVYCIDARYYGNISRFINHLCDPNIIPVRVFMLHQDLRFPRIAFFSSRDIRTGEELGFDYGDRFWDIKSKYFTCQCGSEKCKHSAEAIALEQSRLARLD
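Step 1: enzyme (final 20 nM) with compound, 15 min RT. Step 2: substrate peptide 500 nM and SAM 20 uM, 2 h RT. Step 3: anti-H3K9me1 antibody and AlphaScreen beads, 10 min, then plate read.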
BLM inh – inhibitors of human Bloom syndrome helicase BLM; recombinant BLM DNA unwinding, fluorescence dequenching; Potency, µM (top dose mostly 56.1 µM), for inactives: top-dose activity change, negative = inhibition, actives largely listed as inhibitors; P54132; AID 2528; 350,000 tested, 0.2% active;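 further: plate controls were vehicle for no effect and no enzyme for full effect; nearly all actives have a fitted effect of over 35% in size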
An asterisk follows results filed as active; i = inactive; ? = inconclusive; · = no result given; & = joins results of further samples; [ ] = another dose, or the depositor's remark. Unless noted, the call rests on the fitted dose curve; in most records, active means well fitted curve in the direction sought with a large enough effect; inconclusive means small, poorly fitted or top-dose-only effect, or another doubt; inactive means no such curve, though single readings can be large; an effect the other way counts as inactive or inconclusive. Potency means the concentration at half of the fitted maximal effect. Only part of the results is shown (hit frequency here may not be typical).

SMILES	PGK inhibitor	HP1b chromo inh	Pin1 inh	Pol iota inh	BAZ2B inh	JMJD2A Tudor	GLS inh	G9a inh	BLM inh
COc1ccccc1NS(=O)(=O)c1cc(C(=O)NCC2CCCO2)ccc1C (stereo unspecified)	i	27%	1%	21%	-5%	-7%	-3%	-2%[59 µM]	·
Cc1ccc(S(=O)(=O)N(Cc2ccccc2)C(C)C)cc1	3%	146%[activator]	7%	20%	52%[activator]	118%[activator]	-1%	·	-5%
CCN(CC)S(=O)(=O)c1ccc(C)c(NC(=O)COc2ccc3c(C)cc(=O)oc3c2)c1	-7%	41%[activator]	0%	7%	-3%	5%	0%	24%[59 µM]	4%
COc1ccc(-n2cnnc2SCC(=O)N2CCN(c3ccccc3)CC2)cc1	-6%	10%	-1%	4%	-23%	-10%	-7%	?	1%
CCCC12CN3CC(C)(CN(C1)C3c1cccs1)C2=O (stereo unspecified)	-9%	15%	2%	-8%[58.9 µM]	-3%	-6%	7%	5%	-1%
CCN(C(=O)COC(=O)/C=C/c1cccc([N+](=O)[O-])c1)c1ccccc1	-2%	3%	2%	76%[activator]	-31%	-21%	-5%	?	-1%
CCOC(=O)C1CCCN(S(=O)(=O)c2ccc(S(=O)(=O)N(CC)CC)cc2)C1 (stereo unspecified)	-6%	40%[activator]	-2%	-7%	-4%	-14%	0%	2%	-8%
Cc1ccc2oc(C(=O)N(C)CCC(O)c3ccccc3)c(C)c2c1 (stereo unspecified)	0%	15%	-2%	155%[activator]	-6%	-19%	1%	30%	0%
O=C(COC(=O)COc1ccccc1F)NCc1ccco1	4%	42%[activator]	-18%	3%	·	-5%	0%	·	·
CC(C)c1ccc2oc(-c3cc(NC(=O)c4cccs4)ccc3Cl)nc2c1	-1%	45%[activator]	10%	-14%	-3%	-3%	3%	16%[59 µM]	-15%
CCc1cccc(NC(=O)c2cc(S(=O)(=O)N3CCCCCC3)cn2C)c1	1%	6%[57 µM]	-2%	25%	2%	-14%	6%	6%[59 µM]	0%
CCOC(=O)c1c(C)[nH]c(C)c1S(=O)(=O)NCC(=O)N(C)c1ccc(C)c(C)c1	-1%	9%	-7%	2%	1%	-2%	-16%	2%[59 µM]	-1%
COc1cc(NC(=S)N2CCN(S(=O)(=O)c3ccccc3)CC2)cc(OC)c1	-7%	30%	5%	-19%	-31%	-32%	0%	?	0%
O=C(CNC(=O)C1CCCCC1)OCC(=O)c1ccc(F)cc1	-7%	10%[57 µM]	6%&-4%	?	-4%	-9%[57.1 µM]	1%	-18%[12.7 µM]	·
Cc1ccc(-c2nc(S(=O)(=O)c3ccc(C)cc3)c(SCC(=O)NCC3CCCO3)o2)cc1 (stereo unspecified)	3%	19%	1%	9%	-2%	-4%	3%	45µM*	-7%
O=C(Nc1cc(Cl)cc(Cl)c1)C(c1ccccc1)N1CCCCC1 (stereo unspecified)	-2%	16%	-2%	-14%	11%	-1%	-2%	29%[59 µM]	-7%
CCc1cccc(NC(=O)CSc2nc3ccsc3c(=O)n2CC)c1	-1%	25%	14%	-9%	7%	-10%	-2%	4%[59 µM]	-9%
Cc1ccc(CC(=O)O/N=C(\N)c2ccncc2)cc1	4%	25%	-4%	-10%	6%	0%	-11%	·	-1%
CCN1C(=O)[C@H]2[C@@H](c3ccc(C)cc3)N3C(=O)N(c4cccc(Cl)c4)C(=O)[C@@]3(CC)[C@H]2C1=O	-2%	21%	-3%	1%	4%	-24%	0%	22%[2.33 µM]	·
CCOc1ccccc1NC(=O)c1ccc2c(c1)C(=O)N(CC1CCCO1)C2=O (stereo unspecified)	-1%	16%	0%	12%	-17%	4%	-3%	5%	-4%
Cc1ccc(O)c(NC(=O)C2CC(c3cccc(Br)c3)=NO2)c1 (stereo unspecified)	3%	0%	3%	18%	-20%	-33%	35%[activator]	24%[59 µM]	-4%
CNc1nc(C)cc(C)c1S(=O)(=O)c1ccc(Cl)cc1	-4%	132%[activator]	4%	-4%	79%[activator]	65%[activator]	-7%	116%[activator]	-6%
COc1ccc(Cl)cc1S(=O)(=O)Nc1ncn[nH]1	-9%	50%[activator]	-8%	42%[activator]	1%	-11%	21%	79µM*	6%
COc1cc(C(=O)NCc2cccc3ccccc23)cc(Cl)c1OC	0%	15%	28%	13%	-7%	-18%	-1%	35%[activator]	-10%
NC(=O)CSc1nc2c(sc3ccccc32)c(=O)n1CCCN1CCOCC1	11%	28%	1%	19%	-3%	-1%	0%	-9%	-3%
CCOC(=O)c1c(NC(=O)COC(=O)c2ncc(Cl)c(Cl)c2Cl)sc(C(=O)N(C)C)c1C	0%	3%	24%	32%[activator]	-1%	-23%	5%	?	·
O=C(NCC1CCCO1)c1cc2c(s1)CS(=O)(=O)C2 (stereo unspecified)	-1%[11.5 µM]	7%	-1%	24%	-3%	2%	0%	8%[12.7 µM]	-5%
C/C(=N/NC(=O)c1cn(-c2cccc(C)n2)cn1)c1ccc(C)cc1	-5%	38%	-10%	8%	-7%	-20%	6%	-7%[59 µM]	0%
CCN(CC)S(=O)(=O)c1ccc(C(=O)Nc2ccc3c(c2)OCCO3)cc1	-4%	19%	-2%	3%	14%	-21%	-4%	7%[59 µM]	-4%
Cc1ccc(C(=O)Nc2cc(Cl)ccc2-n2cncn2)s1	3%	38%[activator]	0%	20%	10%	-1%	3%	10%[2.33 µM]	·
Cc1ccc(S(=O)(=O)Nc2ncnc3ccccc23)cc1	0%	34%	4%	-6%	-14%	-9%	0%	1%	-2%
CCN(CC(=O)Nc1cccc(Br)c1)Cc1nc2ccccc2c(=O)[nH]1	12%	34%	3%	1%	-1%	-10%	7%	?	0%
CCOc1ccc(-c2c(C#N)c(N)nc3c2c(=O)n(C)c(=O)n3C)cc1OC	3%	46%[activator]	0%	18%	10%	2%	-8%	19%[59 µM]	1%
CCc1ccccc1NC(=O)CN1CCN(C(=O)CNC(=O)Cc2cccc3ccccc23)CC1	-7%	40%[activator]	-6%	7%	0%	-12%	1%	?	·
O=c1c2ccccc2c(-c2ccc(F)cc2)nn1-c1ccc(C(F)(F)F)cc1	4%	76%[activator]	?	7%	24%	29%	3%	29%[59 µM]	-10%
COc1cc([N+](=O)[O-])ccc1NC(=O)Cc1ccccc1	4%	15%	-10%	144%[activator]	-36%	-20%	5%	-9%	0%
COc1ccccc1C(=O)Nc1ccc2ccccc2c1	-7%	22%	-1%	129%[activator]	·	0%	-20%	·	·
Cc1cccc(-n2ncc3c(NCc4ccccn4)ncnc32)c1	-2%	13%	4%	15%	-38%	-9%	0%	-21%	0%
CSc1sc(C(=O)NCC2CC2)cc1S(=O)(=O)C(C)C	-4%	2%	-5%	?	-14%	-13%	4%	?	-1%
CCCN(CC1CCCO1)C(=O)c1cc(COc2cccc(OC)c2)on1 (stereo unspecified)	i	38%[activator]	2%	12%	7%	2%	12%	-1%[12.7 µM]	-4%
O=C(COc1ccc(F)cc1Br)N1CCN(S(=O)(=O)/C=C/c2ccccc2)CC1	3%	25%	?	143%[activator]	-14%	-10%	-1%	1%	-2%
C=CCNC(=O)NC(=O)COC(=O)c1cccnc1SC	-6%	31%	8%	3%	7%	-9%	10%	0%	-3%
CN(C)C(=O)Nc1cnc2ccccc2c1	0%	36%	-16%	1%	2%	-3%	-13%	-7%	-1%
COc1cc(C(C)=O)ccc1O	5%	32%[activator]	5%	8%	8%	-16%	10%	-4%[12.7 µM]	·
CN(C(=O)CSc1nc(-c2cccs2)nc2ccccc12)C1CCS(=O)(=O)C1 (stereo unspecified)	-4%	44%[activator]	1%	92%[activator]	·	-1%	-7%	·	·
CC1(C)Cc2c(sc(NC(=O)c3ccco3)c2C#N)C(C)(C)N1	-2%	11%	-16%	31%[activator]	-9%	-14%	26%	-19%[12.7 µM]	-2%
Cc1ccc2oc(C(=O)Nc3sc4c(c3C(=O)NCC3CCCO3)CCC4)cc(=O)c2c1 (stereo unspecified)	i	21%	-2%	-10%	0%	-12%	5%	-6%[59 µM]	0%
CCc1nnc2c3ccccc3nc(N3CCN(c4ccc(C)cc4C)CC3)n12	-2%	-3%	-3%	38%[activator]	5%[57.1 µM]	-20%	0%	-6%[59 µM]	0%
Cc1ccc(-c2nc(C)sc2CC(=O)OCC(=O)Nc2c(F)cccc2F)cc1	i	9%	-6%	5%	-10%	-18%	7%	5%[59 µM]	4%
COC(=O)c1ccccc1NC(=O)NC1CCCCC1	7%	48%[activator]	-1%	8%	4%	-15%	4%	-8%	-2%
Additional records
SMILES	PGK inhibitor	HP1b chromo inh	Pin1 inh	Pol iota inh	BAZ2B inh	JMJD2A Tudor	GLS inh	G9a inh	BLM inh
O=C1N(O)C2(C=CCCC2)/C(=N\O)C12CCCCC2 (stereo unspecified)	-4%	-2%	2%	-5%	·	-11%[11.4 µM]	12%	0%[59 µM]	-2%
O=C(Nc1cccc([N+](=O)[O-])c1)c1ccc2c(c1)C(=O)N(c1ccccn1)C2=O	-1%	-35%	?	-13%	-34%	-17%	4%	?	-15%
Oc1ccccc1-c1cc(-c2cccc(F)c2)n[nH]1	-1%	38%[activator]	-6%	9%	16%	-5%	7%	16%[59 µM]	-10%
O=C(Nc1ccc(CN2CCOCC2)cc1)c1ccco1	-7%	21%	-9%	20%	-14%	-4%	-4%	-16%	-5%
